Assay outcomes deposited in PubChem BioAssay by National Center for Advancing Translational Sciences (NCATS).
p53 reactivator = mutant p53 re-activation in reporter cells | 320,000 tested, 0.063% active | Potency, µM (titrated, usually from 92.2 µM), for inactives: top-dose activity change, positive = activation, usual class: activators | H1299 p53-A138V BP100-luciferase reporter, luminescence, 24 h; note: potency is the fitted concentration of half-maximal effect; % of control where 0% means no effect; nearly all actives have a fitted effect of over 45% in size
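p53-null H1299 cells stably carrying temperature-sensitive p53-A138V and a BP100-luciferase reporter were pinned with compounds (4-point, 1:5 series) and held 24 hrs at 37 deg C. Luminescence was read 10 min after detection reagent.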
ELG1 genotoxic = genotoxicity induction in ELG1-luciferase HEK293T cells. 330,000 tested, 1.3% active. Potency, µM (doses to about 46 µM), without a hit: at the top dose activity change, positive = activation, actives largely listed as activators. HEK293T ELG1-luciferase reporter, luminescence, 16 h; note: potency is the fitted concentration of half-maximal effect; % of control where 0% means no effect; nearly all actives have a fitted effect of over 60% in size
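16 hr compound incubation (37 °C, 5% CO2) of HEK293T cells carrying luciferase-tagged ELG1; luciferase then measured by ONE-Glo luminescence after 30 min at RT.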
FLuc modulator = firefly luciferase modulation, counter-screen for miR-21 project. P08659. purified FLuc, Km substrates, luminescence inhibition. Potency, µM (titrated, usually from 57.5 µM), inactives show at the highest dose activity change, negative = inhibition, actives largely listed as inhibitors. 360,000 tested, 6.9% active;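 note: potency is the fitted concentration of half-maximal effect; plate controls were vehicle for no effect and reference inhibitor for full effect; nearly all actives have a fitted effect of over 55% in size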
Target sequence (P08659 whole entry, looked up): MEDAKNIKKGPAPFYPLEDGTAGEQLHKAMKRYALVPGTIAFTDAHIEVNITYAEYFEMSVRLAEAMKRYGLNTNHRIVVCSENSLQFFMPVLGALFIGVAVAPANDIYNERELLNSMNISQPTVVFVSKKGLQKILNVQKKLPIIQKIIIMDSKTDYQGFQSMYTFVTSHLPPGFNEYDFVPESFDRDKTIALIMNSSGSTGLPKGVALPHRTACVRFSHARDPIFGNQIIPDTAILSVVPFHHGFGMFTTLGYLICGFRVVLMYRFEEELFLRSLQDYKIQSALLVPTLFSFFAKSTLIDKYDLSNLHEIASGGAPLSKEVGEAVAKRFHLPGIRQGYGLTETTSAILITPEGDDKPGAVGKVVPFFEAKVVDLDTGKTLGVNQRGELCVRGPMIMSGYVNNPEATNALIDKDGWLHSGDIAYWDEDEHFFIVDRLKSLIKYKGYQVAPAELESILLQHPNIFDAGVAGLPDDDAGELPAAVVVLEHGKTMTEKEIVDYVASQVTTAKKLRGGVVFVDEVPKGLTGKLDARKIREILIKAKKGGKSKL
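Biochemical qHTS of compounds, final roughly 60 µM downward over six points, against 10 nM purified firefly luciferase using Km concentrations of substrates (10 uM D-luciferin, 10 uM ATP) in Tris acetate pH 7.5 buffer; luminescence output.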
Rab9 promoter act = activates the Rab9 promoter; Huh7 Rab9 promoter-luciferase reporter, luminescence, 24 h; AID 485297; Potency, µM (series often up to 9.22 µM), inactives show at the top dose activation, negative = inhibition, most hits filed as activators; 320,000 tested, 2.8% active; note: potency is the fitted concentration of half-maximal effect; % of control where 0% means no effect; nearly all actives have a fitted effect of over 60% in size
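Using Huh7 cells stably transfected with Rab9 promoter–luciferase, compounds were incubated 24 h at 37 °C, 5% CO2; luciferase luminescence was read 10 min after reagent addition.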
Tb PFK block = blocks T. brucei phosphofructokinase. Potency, µM (series often up to 57.5 µM), for the others: at the highest dose activity, negative = inhibition, actives largely listed as inhibitors. 330,000 tested, 0.17% active. O15648. T. brucei PFK, ADP-Glo luminescence;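 note: potency is the fitted concentration of half-maximal effect; 0% = uninhibited 1x PFK enzyme wells and -100% = no-enzyme wells; nearly all actives have a fitted effect of over 60% in size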
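Activity is normalized to no-enzyme wells (full inhibition) and 1.25 nM enzyme wells (no inhibition). Reaction: 0.5 mM F6P, 0.1 mM ATP, 45 min RT, ADP-Glo luminescence; concentration-response curves fitted and classed by quality.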
TRPV1 agonist = activates the human vanilloid receptor TRPV1. activation, % at 8.33 µM. 320,000 tested, 0.19% active. Q8NER1. TRPV1-expressing cells, Fluo-8 calcium influx, agonist mode; in the data active = activation above about 80%; inconclusive = between about 30% and that limit; note: 0% is about no effect
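Cells expressing TRPV1 were dye-loaded with Fluo-8 and read kinetically: 10 s baseline, 3 min after compound (agonist portion), then 2 min after EC20 capsaicin (allosteric enhancer portion). Calcium-bound dye fluorescence at 480/520 nm.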
ELG1 DNA repair = ELG1-dependent DNA repair inhibition | HEK293T ELG1-luciferase reporter, luminescence, 16 h; DNA damage induced by 5-fluorouridine | Potency, µM (highest dose often 46.1 µM), without a hit: at the top dose activity change, negative = inhibition, actives largely listed as inhibitors | 330,000 tested, 2.3% active | AID 504467; note: potency is the fitted concentration of half-maximal effect; % is set by controls: 0 for no effect and ±100 for the full control effect; nearly all actives have a fitted effect of over 55% in size
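DMSO vehicle served as the neutral condition. Each well held 2,000 cells given 5-fluorouridine plus compound; after 16 hr at 37 °C/5% CO2, ONE-Glo was added and luciferase measured 30 min later.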
NPC1 prom act = NPC1 promoter activation. Huh7 NPC1 promoter luciferase reporter, 24 h. Potency, µM (top dose mostly 9.22 µM), for the others: at the highest dose activation, hits mostly activators. AID 485313. 320,000 tested, 2.4% active;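 note: potency is the fitted concentration of half-maximal effect; % of control where 0% means no effect; nearly all actives have a fitted effect of over 60% in size; reporter is driven by a mutant NPC1 promoter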
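NPC1 promoter–luciferase Huh7 cells; 24 h compound; luminescence.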
Gal4-VP16 FLuc = inhibits Gal4-VP16 luciferase reporter, ROR gamma counter-screen; Drosophila S2 Gal4-VP16 UAS-luciferase, luminescence, 20 h; Potency, µM (highest dose often 53.6 µM), inactives show top-dose activity, negative = inhibition, hits mostly inhibitors; 310,000 tested, 3.5% active;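 note: Gal4-VP16 expression switched on by copper sulfate through the metallothionein promoter; potency is the fitted concentration of half-maximal effect; % is set by controls: 0 for no effect and ±100 for the full control effect; nearly all actives have a fitted effect of over 50% in size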
BRCA1 expr up = increases BRCA1 expression; Potency, µM (top dose mostly 46.1 µM), for the others: at the top dose activation, usual class: activators; 380,000 tested, 1.1% active; MCF7-BRCA1-FFLuc reporter, luminescence, 48 h; response scale: scaled: vehicle 0%, 10 µM genistein 100%; AID 624202; note: potency is the fitted concentration of half-maximal effect; nearly all actives have a fitted effect of over 80% in size; some results filed as inactive show a strong effect at the top dose
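Activators of BRCA1 expression were detected as increased firefly luciferase luminescence in engineered MCF7 cells after 48 h compound incubation. Signals were scaled to genistein 10 microM as full activation.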
RORg inh = inhibitors of mouse ROR gamma transcriptional activity. P51450. Drosophila S2 Gal4-RORgamma UAS-luciferase reporter, 20 h. Potency, µM (titrated, usually from 53.6 µM), for the others: at the top dose activity change, negative = inhibition, actives largely listed as inhibitors. 310,000 tested, 5.4% active. AID 2551; note: potency is the fitted concentration of half-maximal effect; % is set by controls: 0 for no effect and ±100 for the full control effect; nearly all actives have a fitted effect of over 60% in size
Target sequence (P51450 whole entry, looked up, the tested form may be a part): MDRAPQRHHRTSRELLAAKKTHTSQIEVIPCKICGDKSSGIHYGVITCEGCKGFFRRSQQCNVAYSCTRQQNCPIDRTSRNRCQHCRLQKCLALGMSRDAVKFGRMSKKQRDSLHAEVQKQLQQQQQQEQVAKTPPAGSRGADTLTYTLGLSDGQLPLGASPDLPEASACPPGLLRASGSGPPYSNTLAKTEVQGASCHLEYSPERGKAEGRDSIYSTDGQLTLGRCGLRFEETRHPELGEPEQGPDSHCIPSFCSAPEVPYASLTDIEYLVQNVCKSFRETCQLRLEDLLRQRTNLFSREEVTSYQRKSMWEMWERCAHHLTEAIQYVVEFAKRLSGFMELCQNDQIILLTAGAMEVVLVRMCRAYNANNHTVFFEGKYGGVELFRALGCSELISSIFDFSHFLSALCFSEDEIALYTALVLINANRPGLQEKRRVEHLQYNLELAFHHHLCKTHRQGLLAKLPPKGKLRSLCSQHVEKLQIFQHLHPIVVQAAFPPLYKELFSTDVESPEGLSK
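Read-out: Photinus luciferase luminescence; inhibitors lower reporter signal. Insect Schneider cells with Gal4-ROR gamma fusion under metallothionein promoter, UAS reporter; 700 uM final copper sulfate induction, 20 hr, ambient temperature.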
Active calls of the source: *; ? = inconclusive; / = not tested or not shown; [ ] = remark or other dose. Unless noted, calls come from the whole dose curve; as a rule, active = well fitted curve in the direction sought with a large enough effect; inconclusive = small, poorly fitted or top-dose-only effect, or another doubt; inactive = no such curve, though single readings can be large; an effect the other way counts as inactive or inconclusive.

SMILES	p53 reactivator	ELG1 genotoxic	FLuc modulator	Rab9 promoter act	Tb PFK block	TRPV1 agonist	ELG1 DNA repair	NPC1 prom act	Gal4-VP16 FLuc	BRCA1 expr up	RORg inh
CCN1c2ccccc2-c2nc3ccccc3n2C1c1cccnc1 (centres undefined)	-26.6%	0.4%	-0.4%	-1.1%	1.7%	?	-5.1%	-4.8%	0.8%	-36.5%	?
CCOC(=O)c1oc2ccccc2c1NC(=O)c1ccc(Cl)s1	-0.2%	-5.9%	-0.6%	-7.0%	-0.4%	-3.9	-4.3%	-3.8%	2.1%	-1.2%	10.8%
COc1cc2c(cc1NC(=O)COC(=O)C1CC(=O)N(Cc3ccco3)C1)oc1ccccc12 (centres undefined)	10.7%	11.0%	0.5%	28.2%	-1.9%	-0.7	?	?	7.94µM*	44.9%	8.91µM*
COc1cccc(CN2CC(C(=O)N(C)Cc3ccnc4ccccc34)CCC2=O)c1 (centres undefined)	7.4%	-2.4%	-0.5%	3.3%	-0.3%	1.9	4.9%	-6.7%	1.2%	2.8%	-2.4%
Cc1ccc(CNC(=O)CCSCc2cccc(F)c2)cc1	9.7%	-1.6%	2.6%	1.6%	2.5%	?	7.2%	1.0%	0.7%	4.0%	11.9%
Cc1ccc(Cl)cc1N1CCN(S(=O)(=O)c2cn(C)cn2)CC1	-22.5%	9.0%	11.4%	-2.0%	-5.9%	4.0	9.6%	-2.2%	1.1%	-19.2%	-3.1%
O=C(OCC(=O)N1CCN(C(=O)c2ccco2)CC1)c1ccc(Cl)c(Cl)c1	-3.4%	-0.9%	3.6%	-2.5%	-3.1%	2.6	11.7%	-4.6%	/	-13.0%	/
COc1ccc(-c2cc(-c3ccccc3)c(C#N)c(S(C)(=O)=O)n2)cc1	-1.9%	?	0.6%	-17.7%	-0.1%	-1.2	?	-0.6%	-28.3%	-95.8%	?
CCCCNc1nc(N)ncc1[N+](=O)[O-]	2.8%	1.0%	-1.7%	-2.5%	3.7%	1.8	0.0%	-0.3%	5.5%	29.9%	-21.9%
COc1cccc(COC(=O)C2CCN(S(=O)(=O)c3ccc(C)cc3)CC2)c1OC	-0.6%	0.6%	2.5%	-3.5%	5.5%	-1.4	-0.6%	0.1%	/	13.0%	/
CC(OC(=O)Cn1cnc2c1c(=O)n(C)c(=O)n2C)C(=O)N(C)c1ccccc1 (centres undefined)	-1.2%	-1.8%	2.8%	-1.8%	-0.7%	-3.7	-18.2%	-1.3%	/	-28.1%	/
COC(=O)C1CC(c2c(OC)cc(OC)cc2OC)=NO1 (centres undefined)	3.3%	-0.4%	0.4%	-2.9%	0.3%	0.6	-9.3%	-1.4%	-1.4%	8.6%	?

The final two compounds of the section above lead into the next.
SMILES	p53 reactivator	ELG1 genotoxic	FLuc modulator	Rab9 promoter act	Tb PFK block	TRPV1 agonist	ELG1 DNA repair	NPC1 prom act	Gal4-VP16 FLuc	BRCA1 expr up	RORg inh
CC(OC(=O)Cn1cnc2c1c(=O)n(C)c(=O)n2C)C(=O)N(C)c1ccccc1 (centres undefined)	-1.2%	-1.8%	2.8%	-1.8%	-0.7%	-3.7	-18.2%	-1.3%	/	-28.1%	/
COC(=O)C1CC(c2c(OC)cc(OC)cc2OC)=NO1 (centres undefined)	3.3%	-0.4%	0.4%	-2.9%	0.3%	0.6	-9.3%	-1.4%	-1.4%	8.6%	?
COc1cc(NC(=O)CSc2nncn2C)c(C)cc1[N+](=O)[O-]	0.2%	3.7%	-4.0%	9.8%	2.4%	-1.9	5.4%	2.1%	-4.7%	-2.4%	6.1%
CCOc1ccc(-n2c(C)cc(C(=O)NS(=O)(=O)c3ccc(C)cc3)c2C)cc1	?	1.2%	3.2%	9.8%	4.4%	3.4	15.4%	-1.7%	1.5%	5.0%	?
O=C(O)CSc1ccc(NC(=O)Nc2ccccc2F)cc1	1.7%	2.3%	12µM*	2.1%	-4.5%	4.6	12.5%	-1.6%	-10.6%	-6.0%	-1.3%
CCOc1ccc(CCNC(=O)c2cccc(S(=O)(=O)N3CCCC3)c2)cc1OCC	-6.9%	-5.3%	3.2%	0.9%	-3.7%	7.8	?	-4.7%	/	-15.2%	/
O=S(=O)(Nc1ccc(N2CCCCC2)cc1)c1ccc(F)cc1F	1.2%	0.3%	-2.3%	-2.7%	3.1%	2.9	-5.9%	1.9%	-5.6%	-20.5%	43.4%
N#Cc1c(/N=C/c2ccccc2)oc(-c2ccccc2)c1-c1ccccc1	16.9%	-0.8%	0.1%	-2.4%	0.5%	2.1	-1.0%	-3.7%	0.0%	12.9%	33.3%
CC(=O)c1ccc(OCC(O)CN2CCN(S(=O)(=O)c3c(C)c(C)cc(C)c3C)CC2)cc1 (centres undefined)	0.7%	-9.0%	-1.2%	-6.7%	0.3%	9.1	?	-4.5%	1.9%	-30.4%	?
O=C(NCCC1CCCCN1S(=O)(=O)c1ccc(F)cc1)C(=O)Nc1ccccc1F (centres undefined)	-5.9%	-0.5%	-1.8%	-30.1%[inhibitor]	21.1%	-1.2	?	7.4%	/	-6.4%	/
COc1cc(CC(=O)O)ccc1OCc1ccccc1	1.9%	-6.9%	-1.3%	-9.7%	-1.4%	0.7	-1.5%	1.3%	5.0%	-4.3%	11.7%
CCOc1ccc(S(=O)(=O)Nc2cc(Sc3ncn[nH]3)c3oc(=O)sc3c2)cc1	21.7%	-1.9%	-0.8%	2.7%	-18.8%	0.4	-13.7%	-3.1%	?	/	?
CCCCN(C(=O)NC(=O)C1=C(N2CCOCC2)/C(=C/c2ccccc2)CC1)S(C)(=O)=O	13.7%	18.5%	-3.3%	13.0%	6.7%	-0.3	?	0.3%	13.9%	26.8%	29.2%
O=C(N/N=C/c1ccc([N+](=O)[O-])cc1)c1cc(-c2ccc3c(c2)OCO3)n[nH]1	-2.0%	1.0%	-4.1%	6.6%	-0.5%	0.4	23.6%	-1.4%	1.1%	-17.1%	-1.5%
Cc1ccc(-c2nn(-c3ccccc3)cc2C(=O)NC2CCC(O)CC2)cc1 (centres undefined)	26.9%	0.1%	/	14.2%	-0.6%	?	5.8%	0.7%	/	29.7%	/
Cn1c(=O)[nH]c(=O)c2cc(C(=O)c3cc(F)ccc3O)cnc21	1.1%	-3.0%	-1.7%	-4.0%	-1.0%	-3.5	-0.8%	-0.1%	1.1%	-13.2%	-21.2%
O=C(CN1C(=O)C2CC=CCC2C1=O)Nc1nc2ccccc2s1 (centres undefined)	6.0%	4.8%	?	-9.9%	2.2%	-0.1	?	-3.2%	-2.8%	13.1%	?
O=C(c1cc2ccccc2o1)N(C1CC1)C1(C(=O)Nc2ccccc2)CCCC1	3.7%	-6.4%	-3.0%	-3.2%	-4.1%	?	?	-3.0%	0.6%	-21.0%	-2.4%
O=C(CSc1nnc(CNC(=O)c2ccco2)o1)Nc1ccc(Br)cc1	5.7%	-1.0%[9.26 µM]	-6.8%	2.4%	-9.9%	2.2	25.4%	-1.1%	-9.3%	-21.8%	23.6%
Cc1nn(Cc2c(F)cccc2Cl)c(C)c1[N+](=O)[O-]	-2.8%	10.5%	0.6%	-4.0%	-0.3%	2.4	20.4%	-5.4%	-2.8%	2.9%	-6.3%
Brc1ccccc1OCCCOc1cccc2cccnc12	/	?	10.7µM*	3.98µM*	-1.9%	4.1	?	?	?	8.91µM*	?
N#C/C(=C\c1cc([N+](=O)[O-])ccc1Cl)C(N)=O	-2.0%	-5.4%	-8.1%	2.7%	-5.3%	-0.6	-5.1%	-1.6%	-7.7%	-21.6%	-40.2%
CCOC(=O)c1ccc(NC(=O)c2ccccc2)cc1	?	?	-3.2%[2.3 µM]	2.82µM*	-3.7%	?	?	2.82µM*	3.5%	2.82µM*	33.7%
Nc1ncnc2nc(N3CCN(C(=O)c4ccccc4)CC3)[nH]c12	4.2%	0.5%	-1.0%	-3.8%	-0.4%	-4.7	2.8%	9.0%	-3.5%	-2.6%	-26.4%
O=c1c2[nH]c3ccccc3c2ncn1C1CCCCC1	16.1%	?	?	?	5.4%	6.6	?	4.47µM*	-8.5%	68.1%	43.9%
Cn1c(C2CC(=O)N(Cc3ccccc3)C2)nc2ccccc21 (centres undefined)	4.1%	-2.7%	-0.8%	-0.7%	-5.9%	2.0	-1.6%	-3.4%	4.7%	-21.2%	-28.1%
CCOC(=O)c1sc(NNC(=O)c2ccc(F)cc2)nc1C	13.0%	-1.4%	?	16.6%	-7.7%	1.8	?	13.1%	7.08µM*	-19.7%	0.708µM*
CCN(C(=O)COC(=O)c1nn(-c2ccccc2)c(=O)c2ccccc12)C1CCS(=O)(=O)C1 (centres undefined)	2.2%	3.8%	5.9%	-1.9%	-2.6%	-1.5	14.5%	4.0%	-4.8%	0.0%	-8.2%
O=C(OC1CCN(c2ncc(C(F)(F)F)cc2Cl)CC1)c1ccc(Cl)cc1	14.1%	-0.4%	-1.0%	0.6%	-7.6%	-2.8	4.1%	-3.0%	-0.6%	0.5%	-5.2%
